# High-throughput results (PubChem BioAssay)
# VIM-2 inhibitor – inhibitors of Pseudomonas aeruginosa VIM-2 metallo-beta-lactamase; purified VIM-2, nitrocefin hydrolysis, epi-absorbance fluorescence; inhibition, % at 5.6 µM; actives 0.89% (n = 290,000);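 active = inhibition above the mean of all tested compounds plus 3 SD, cutoff set per screening run, cut at about 7.5% in these data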;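 also: red hydrolysis product quenches plate fluorescence so inhibitors raise well fluorescence; 0% = enzyme with DMSO and 100% = DMSO without enzyme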
# p-CIP stab down – p/CIP protein destabilization; Q05BA5; F442A p/CIP-EGFP cells, EGFP fluorescence, 16 h; AID 1984; actives 0.01% (n = 290,000); decrease of EGFP signal, % at 10 µM;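 active = EGFP signal decrease of at least 30% at 10 µM or well 3 SD below plate mean, unless failing retest; inactive = the rest, including hits failing retest or dose response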; also: some compounds called inactive have numbers as strong as hits; many of its hits are not listed in these tables
# HCV NS3 hel inh – blocks Hepatitis C virus NS3 helicase unwinding; NS3 helicase DNA unwinding, Cy5 molecular beacon fluorescence; inhibition, % at 10.9 µM; actives 0.56% (n = 290,000);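 active = inhibition above the mean of all tested compounds plus 3 SD, set per campaign, cut at about 35% in these data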;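 also: 0% = DMSO wells and 100% = thioflavine S control wells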
#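 Control set: DMSO versus 110 µM thioflavine S; Material: NS3 helicase fragment of HCV; Measured by: Cy5 fluorescence at 0 and 60 min, beacon hairpin quenching; Read-out basis: percent inhibition from t60/t0 fluorescence ratio; Times: reaction time 60 min, 25 °C; Repeats: single replicate; Compound dosing: single dose, 10.9 µM nominal final, DMSO 0.8% final.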
# SUMO HTRF inh – inhibitors of human SUMOylation (UBC9) | HTRF SUMOylation assay, SAE1/SAE2 + UBC9, in vitro | P63279 | actives 0.36% (n = 290,000) | inhibition, % at 35 µM; in the data active = inhibition above about 50%, passing the limit was not always enough; also: strong numbers were not always called active
# Target sequence (P63279 whole entry, looked up): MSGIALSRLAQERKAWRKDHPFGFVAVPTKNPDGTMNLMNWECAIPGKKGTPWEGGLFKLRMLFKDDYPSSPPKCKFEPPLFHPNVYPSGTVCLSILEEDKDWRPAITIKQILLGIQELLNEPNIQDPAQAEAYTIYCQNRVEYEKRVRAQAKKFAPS
# IMP-1 inhibitor – inhibitors of Pseudomonas aeruginosa IMP-1 metallo-beta-lactamase | purified IMP-1, nitrocefin hydrolysis, epi-absorbance fluorescence | inhibition, % at 5.6 µM | actives 0.45% (n = 290,000) | AID 1556;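 active = inhibition above the mean plus 3 SD of all compounds in the same screening run, cut at about 4.5% in these data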;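 also: 0% = IMP-1 with DMSO and 100% = DMSO wells lacking enzyme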
#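 System: purified recombinant IMP-1 beta-lactamase. Medium: Zinc- and detergent-supplemented HEPES buffer, pH 7.1. Compound: one 5.6 µM dose […]. Schedule: 15 min preincubation plus 25 min reaction at 25 °C. Technique: Epi-absorbance fluorescence, 480 nm excitation, 530 nm emission.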
# IDE inh – cellular human IDE inhibition. P14735. HEK cells, FAbetaB cleavage, fluorescence polarization. inhibition, % at 5.59 µM. actives 0.41% (n = 320,000). AID 434962;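 active = percent inhibition above the average of all tested compounds plus 3 SD, set per screening campaign, cut at about 16% in these data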;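 also: IDE supplied by intact live HEK cells; FP after avidin binding of uncleaved biotin substrate so inhibition keeps polarization high; 0% = DMSO wells and 100% = 60 µM reference IDE inhibitor Ii1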
# GalR3 antagonist – human GalR3 antagonism; O60755; HEK293 GalR3-CNG cAMP membrane potential fluorescence; galR3 body fused to GalR1 C-terminus; inhibition, % at 3 µM; actives 0.44% (n = 360,000); AID 651719;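 active = inhibition above the screen-wide average plus 3 SD, cut at about 13% in these data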;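 also: forskolin and galanin both at EC90 stimulate the cells; cAMP rise reported by CNG channel membrane potential dye signal; 0% = forskolin plus galanin with DMSO and 100% = forskolin alone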
# Target sequence (O60755 1-299 limits assumed): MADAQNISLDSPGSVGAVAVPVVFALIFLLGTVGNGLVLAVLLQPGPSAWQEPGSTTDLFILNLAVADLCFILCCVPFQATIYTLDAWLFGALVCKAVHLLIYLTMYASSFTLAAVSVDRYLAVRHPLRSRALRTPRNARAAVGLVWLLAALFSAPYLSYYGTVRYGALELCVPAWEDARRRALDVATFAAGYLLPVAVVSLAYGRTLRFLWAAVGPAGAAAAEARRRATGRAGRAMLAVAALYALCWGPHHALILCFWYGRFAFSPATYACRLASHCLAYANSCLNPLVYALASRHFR
# CRFBP-R2 block – blocks CRF-induced signaling of the CRF-BP/CRF-R2 complex. HEK293 CRF-R2/CRF-BP, CRF-induced calcium fluorescence. inhibition, % at 11.8 µM. actives 0.59% (n = 350,000). AID 588475;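 active = inhibition of the ligand-induced calcium signal above about 50% at the single tested concentration, limit read from the data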
# IDE act – activators of human insulin-degrading enzyme in cells. P14735. HEK cells, FAbeta-B cleavage, fluorescence polarization; 0% vehicle, 100% cell-free pure enzyme wells. activation, % at 5.96 µM. actives 0.073% (n = 340,000). AID 493087;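 active = activation above the mean of all tested compounds plus 3 SD, set per screening campaign, cut at about 17% in these data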
# Active calls of the source: *; . = not tested or not shown.
# Below each SMILES: VIM-2 inhibitor	p-CIP stab down	HCV NS3 hel inh	SUMO HTRF inh	IMP-1 inhibitor	IDE inh	GalR3 antagonist	CRFBP-R2 block	IDE act
- CN1CCN(NC(=O)c2cn(-c3ccccc3)nc2-c2cccs2)CC1
 : -3.2	13	-25	21	-3.1	2	-3	-4	7
- COC(=O)c1nnn(-c2nonc2N)c1COc1ccc(C=O)cc1OC
 : -0.9	-11	0	-3	-0.9	-1	-7	5	1
- O=c1c2ccccc2ncn1C1CCCCC1
 : -0.3	2	-7	8	-1.6	-3	-7	-30	6
- COc1cc(NC(=O)C2CCCN2S(=O)(=O)c2ccc3c(c2)CC(C)N3C(C)=O)cc(OC)c1 (stereo not drawn)
 : -3.3	-7	14	15	-1.9	2	2	-4	-2
- O=C(O)C1=C[C@H](C2CC2)C[C@H](OCc2ccc(CO)cc2)O1
 : .	.	.	.	.	0	-5	-5	4
- CCN1CCN(C(=O)CCN2C(=O)c3ccccc3S2(=O)=O)CC1
 : .	.	.	.	.	-3	-2	4	4
- CON(C)c1nc(OCC#N)nc(N(C)C)n1
 : -4.8	9	-3	12	-0.1	4	-1	-1	-1
- COc1ccc(C)cc1N(C(=O)c1ccco1)C(C(=O)NC1CCCC1)c1cc(OC)c(OC)c(OC)c1 (stereo not drawn)
 : -3.6	12	-8	-4	-5.3	7	-8	-6	4
- CC(C)N1C(=O)CN(C2CCCCCC2)C(=O)C1c1ccccc1F (stereo not drawn)
 : -0.8	-2	5	-33	-0.6	10	-8	-10	2
- CN1C(=O)/C(=C/c2ccccc2OCc2ccccc2F)NC1=S
 : -1.0	2	-5	-11	-1.9	-4	0	-14	3
- Cc1ccc(C(=O)NN2C(=O)C3C4c5ccccc5C(c5ccccc54)C3C2=O)cc1 (stereo not drawn)
 : -0.5	6	8	1	-2.4	4	-4	-20	-1
- COc1ccc(CC(C)CC(=O)NCCc2ccc(OC)c(OC)c2)cc1 (stereo not drawn)
 : -1.7	-6	0	11	-2.6	-1	-4	-5	1
- Cc1cccn2c(=O)c3cc(C(=O)N4COCC4(C)C)sc3nc12
 : 2.9	-10	6	18	-3.0	1	-4	-2	-2
- Cc1ccnc2nc(C(=O)OCC(=O)N3CCc4ccccc43)nn12
 : -3.6	-1	14	13	-0.5	8	-8	11	0
- Cc1ccc(NC(=O)N2CCCC2C(=O)NCC2CCCO2)cc1 (stereo not drawn)
 : -4.6	-9	6	3	0.1	5	-4	18	-3
- CCCCn1c(SCC(=O)NCc2ccco2)nc2c1c(=O)n(C)c(=O)n2C
 : -1.7	-2	-1	12	-3.2	0	-2	-11	3
- CNC(=O)c1c(C)nc(SCC(=O)NCc2ccc(OC)cc2)c(C#N)c1-c1ccco1
 : -0.3	-6	-1	15	3.1	4	5	-2	0
- O=S(=O)(c1ccc2c(c1)C(=NO)c1cc(S(=O)(=O)N3CCCCC3)ccc1-2)N1CCCCC1
 : -1.2	60*	-1	-1	-5.0	-1	-3	-29	1
- COc1cccc(NC(=O)c2cc(-c3ccco3)nc3ccccc23)c1
 : .	.	.	.	.	14	-9	-4	3
- CCN(CC)c1ccc(C2C(C(C)=O)C(=O)CC(C)(O)C2C(C)=O)cc1 (stereo not drawn)
 : -3.1	.	-6	.	-1.4	-4	-3	17	8
- CC(=O)c1ccc(NC(=O)NNS(=O)(=O)c2ccc([N+](=O)[O-])cc2)cc1
 : -0.3	55	6	10	2.4	3	0	-4	6
- COc1ccc(NC(=S)NCCCN2CCN(C3CCCCC3)CC2)cc1
 : 1.8	5	1	-16	-1.1	-1	0	-11	2
- Cc1ccc(C(=O)O/N=C/c2ccc3c(c2)OCO3)cc1
 : -2.3	2	8	-12	-3.9	7	-1	-4	0
- O=C(Nc1c2c(nn1-c1ccccc1)CS(=O)C2)c1ccco1 (stereo not drawn)
 : -3.0	-7	27	-2	-2.4	10	2	-1	8
- CCS(=O)(=O)N1Cc2ccccc2CC1C(=O)Nc1ccc(OC)cc1OC (stereo not drawn)
 : -0.6	-6	2	4	-2.3	-2	-7	-10	5
- CCN(CC(=O)NC1CCCC1)S(=O)(=O)c1ccc(F)cc1
 : -2.2	1	21	8	-2.4	3	-2	3	0
- O=C(COc1ccc(F)cc1)c1ccc2c(c1)CCCC2
 : -5.2	.	4	.	-1.5	0	-3	-2	7
- COc1ccc([N+](=O)[O-])cc1/C=N/NC(=O)/C(=C\c1cccs1)NC(=O)c1ccccc1
 : -4.9	5	5	26	-2.7	28*	0	-33	-4
- Cc1cc(-c2n[nH]c(=S)n2-c2ccccc2C)cs1
 : 11*	-18	-10	12	-2.8	3	2	4	-4
- Cc1cccc(N(C)S(=O)(=O)c2cc3c(cc2C)n(C)c(=O)c(=O)n3C)c1
 : -1.5	-3	-1	5	-2.9	-5	-2	-11	0
- Cc1oc(-c2cccs2)nc1CNC[C@H]1O[C@@H](n2cnc3c(N)ncnc32)[C@H](O)[C@@H]1O
 : .	.	.	.	.	6	-6	-5	-1
- O=C(NC(=S)NC1CCSC1=O)c1ccccc1Cl (stereo not drawn)
 : -3.5	-2	9	-7	-4.2	0	0	6	9
- COc1ccccc1CNC(=O)C(=O)NCC1OCCN1S(=O)(=O)c1cccs1 (stereo not drawn)
 : -4.5	9	-10	-22	-1.6	2	4	2	3
- CC1CCCN(CCCNC(=O)c2cc3c(s2)-c2ccccc2OC3)C1 (stereo not drawn)
 : 0.5	13	-28	36	1.2	-5	-12	2	1
- CCN(CC)C(=O)CSc1nnc(-c2ccccc2)n1-c1ccccc1
 : -0.7	-11	0	7	-4.5	6	-3	-4	-2
- CC(C)CC(=O)NC(=S)Nc1ccc(S(=O)(=O)N2CCN(C)CC2)cc1
 : -4.8	-8	-16	13	-3.0	0	0	-1	1
- CCOc1ccc(NS(=O)(=O)c2cc(NC(=O)CCC(=O)c3cccs3)ccc2Cl)cc1
 : -2.3	-4	-2	-9	-3.0	7	-4	-8	-3
- CC1CCN(S(=O)(=O)c2ccc3c(c2)CCN3C(=O)CCC(=O)O)CC1
 : -0.2	-8	-2	3	-3.6	3	-6	-6	-3
- N#CCC(=O)NNC(=S)Nc1ccccc1C(F)(F)F
 : -5.3	-6	-5	-8	-3.6	-1	-3	-7	0
- O=C(NCc1ccc(F)cc1)c1ccc(CS(=O)(=O)c2ccc(Br)cc2)o1
 : -1.8	-8	-3	5	-3.2	7	-4	7	-7
- C=CCn1c(SCCOc2ccccc2)nnc1C(C)NC(=O)c1ccccc1 (stereo not drawn)
 : -3.8	-5	-2	6	-3.1	7	-3	-10	-2
- CCOc1ccc2nc(/N=C/c3nc(-c4ccccc4)oc3O)sc2c1
 : -0.4	-21	-1	41	-4.0	2	2	-122	-8
- O=C(Nc1ccc(F)cc1)Nc1nnc(-c2ccccc2)o1
 : -4.2	-8	-5	22	-2.6	3	-4	2	3
- CN(c1ccc(C(=O)N2CCCCC2)cc1)S(C)(=O)=O
 : -5.9	-4	0	-1	-1.3	-3	4	12	3
- Cc1cc([N+](=O)[O-])nn1CCCC(=O)Nc1sc2c(c1C(N)=O)CCCC2
 : -1.5	-1	2	-12	-2.0	1	1	-10	2
- O=S(=O)(Nc1ncnc2sc3c(c12)CCC3)c1cc(F)ccc1F
 : -2.5	-5	10	18	-0.7	0	1	10	5
- COc1ccc(OC)c(S(=O)(=O)Nc2cccc(C(C)=O)c2)c1
 : -0.8	-3	6	-1	1.1	3	-3	1	-3
- O=C(Nc1nnc(C2=COCCO2)o1)c1ccc(Cc2ccccc2)cc1
 : 0.7	-2	14	17	1.0	-2	-2	-13	0
- CCn1c(CC(=O)Nc2ccccc2)nnc1SCc1nc2ccccc2c(=O)[nH]1
 : -1.8	5	-4	-13	-0.7	8	-4	-23	4
- Cc1nn(C)c(C)c1S(=O)(=O)N(CC(=O)N1CCc2ccccc2C1)c1ccc(C(C)C)cc1
 : -1.5	-2	-2	4	-2.6	10	1	3	4
- CCOC(=O)/C=c1\s/c(=C\c2ccccc2C)c(=O)n1CC(=O)NCc1ccc2c(c1)OCO2
 : -1.9	-10	8	42	-1.4	0	1	-4	1
- COc1ccc(CC(=O)Nc2cccnc2)cc1
 : 2.8	-9	3	5	-0.8	-2	-2	11	4
- O=C(N/N=C/c1ccc(F)cc1)c1ccc(Br)cc1
 : -1.4	-9	-10	-4	-2.9	-1	-6	20	-3
- O=C(N/C=N/OCc1ccc(Cl)cc1Cl)NOCc1ncc(C(F)(F)F)cc1Cl
 : -0.7	-14	-8	-17	-1.2	6	0	-42	-2
- OC(COc1ccc(OCC(O)CN2CCCCCC2)cc1)CN1CCCCCC1 (stereo not drawn)
 : 0.5	-15	-12	2	-0.6	5	.	11	3
- C=CCNC(=O)c1ccccc1NS(=O)(=O)c1ccccc1
 : 1.0	-4	7	24	-0.1	-4	0	1	-1
- O=C(NC1=NCCS1)c1cccc(S(=O)(=O)N2CCCCC2)c1
 : -1.9	-12	1	36	1.1	.	.	.	.
- O=C(Nc1ncc(S(=O)(=O)c2ccc([N+](=O)[O-])cc2)s1)c1ccc2ccccc2c1
 : 0.8	-1	0	48	-3.0	-1	-5	18	0
- Cc1cccc(N(CC(=O)Nc2ccc(F)cc2)S(C)(=O)=O)c1
 : 1.6	6	0	8	2.2	-1	-6	-13	5
- C=CCSc1nc(Oc2ccccc2)c2sccc2n1
 : 0.8	9	-4	-5	-1.9	6	-6	22	-8

# In a second layout: entries from further up.
compound | VIM-2 inhibitor | p-CIP stab down | HCV NS3 hel inh | SUMO HTRF inh | IMP-1 inhibitor | IDE inh | GalR3 antagonist | CRFBP-R2 block | IDE act
O=S(=O)(Nc1ncnc2sc3c(c12)CCC3)c1cc(F)ccc1F | -2.5 | -5 | 10 | 18 | -0.7 | 0 | 1 | 10 | 5
COc1ccc(OC)c(S(=O)(=O)Nc2cccc(C(C)=O)c2)c1 | -0.8 | -3 | 6 | -1 | 1.1 | 3 | -3 | 1 | -3

# More results:
# Below each SMILES: VIM-2 inhibitor	p-CIP stab down	HCV NS3 hel inh	SUMO HTRF inh	IMP-1 inhibitor	IDE inh	GalR3 antagonist	CRFBP-R2 block	IDE act
- Cc1ccc(C(CC(=O)NCc2ccco2)c2ccc(OC(C)C)cc2)cc1 (stereo not drawn)
 : 1.2	.	14	.	-1.1	-5	-6	51*	-6
- COCCNCC(=O)NCC12CC3CC(CC(C3)C1)C2
 : -1.1	-2	-3	17	-1.0	-4	1	-22	0
- O=C(CN1C(=O)NC(Cc2c[nH]c3ccccc23)C1=O)Nc1cccc(S(=O)(=O)N2CCCCCC2)c1 (stereo not drawn)
 : -2.6	-6	-14	-11	-1.6	2	-6	-22	1
- Cc1c(C(=O)Nc2ccc(Nc3ccccc3)cc2)cccc1[N+](=O)[O-]
 : 0.6	-10	-1	-3	0.2	7	-10	-3	-7
- FCCCOc1ccc(/C=N/OCc2ccc(Cl)cc2)cc1
 : -1.9	7	6	-16	-1.4	1	4	-8	-3
- O=C(NCc1ccc2c(c1)OCO2)C1CCCN(S(=O)(=O)c2cccc3cccnc23)C1 (stereo not drawn)
 : -3.6	-4	-8	8	-1.5	4	-2	-1	1

# This is a random part of the collection; any-hit rate near 3.2%.
